ERp5 block – blocks human ERp5 reductase activity on insulin; Q15084; ERp5 insulin aggregation, absorbance 650 nm, 90 min; inhibition, % at 9.99 µM; 350,000 tested, 0.05% active;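 active means mean replicate inhibition above about 25%, with every replicate also reaching it, limit read from the data, passing the limit was not always enough; inconclusive means only one of those two criteria met; inactive means neither criterion met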
Target sequence (Q15084 whole entry, looked up): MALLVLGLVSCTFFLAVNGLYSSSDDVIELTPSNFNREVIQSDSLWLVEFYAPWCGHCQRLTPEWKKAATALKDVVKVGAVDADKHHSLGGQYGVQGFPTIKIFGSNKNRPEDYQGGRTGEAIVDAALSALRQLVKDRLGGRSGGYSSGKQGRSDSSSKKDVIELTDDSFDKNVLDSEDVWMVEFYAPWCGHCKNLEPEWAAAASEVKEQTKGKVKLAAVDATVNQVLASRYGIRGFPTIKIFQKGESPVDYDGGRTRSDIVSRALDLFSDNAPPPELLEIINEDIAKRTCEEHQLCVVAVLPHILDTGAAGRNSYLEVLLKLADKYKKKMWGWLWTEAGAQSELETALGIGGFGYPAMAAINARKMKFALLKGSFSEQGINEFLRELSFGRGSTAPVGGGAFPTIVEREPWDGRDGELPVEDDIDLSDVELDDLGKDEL
esBAF inh – inhibitors of esBAF chromatin remodeling in mouse ES cells | Bmi1-luciferase knock-in reporter, 24 h; 100% = twice the neutral-well signal | reporter increase, % at 12.5 µM | 350,000 tested, 2% active; in the data active means activation above about 40%; inconclusive means no clear call, values can overlap the other calls;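 further: 0% = median of the plate's neutral control wells and 100% = double that signal; a rise in the Bmi1 reporter signal indicates esBAF inhibition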
S100A4 MyoIIA – blocks human S100A4 binding to myosin IIA peptide | inhibition, % at 10.7 µM | 360,000 tested, 0.14% active | P26447 | S100A4/TAMRA-MyoIIA peptide fluorescence polarization;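 active means mean inhibition of at least 70% across replicates, with every replicate also reaching that level; inconclusive means mean inhibition reaches 70% but some replicates fall short; inactive means mean inhibition below 70%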
Target sequence (P26447 whole entry, looked up): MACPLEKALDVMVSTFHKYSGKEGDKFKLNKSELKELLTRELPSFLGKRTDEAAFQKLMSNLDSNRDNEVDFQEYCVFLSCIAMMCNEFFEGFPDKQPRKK
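Test system: S100A4 monomer protein; Medium: HEPES pH 7.2 with CaCl2, KCl, NaCl, DTT, Triton; Probe or stimulus: TAMRA-labelled myosin IIA heavy-chain peptide probe, 5 nM; Doses: one dose per compound; Times: polarization read 5 min after assay mix addition, stable 5–60 min; Benchmarks: neutral control DMSO, positive control TFP.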
ERAP1 HTS inh – blocks human ERAP1 aminopeptidase activity; inhibition, % at 10.7 µM; Q9NZ08; AID 652197; recombinant ERAP1, Leu-AMC fluorescence, 60 min; 340,000 tested, 0.15% active;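 active means mean replicate inhibition of at least 30%, or all replicates individually reaching that 30% level; inactive means mean below 30% and not every replicate reaching it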;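 further: 0% = neutral control wells and 100% = L-leucinethiol positive control wells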
Xi reactivation – X-chromosome reactivation activator. XiGFP mouse fibroblasts, % GFP-positive cells imaging, 3 d; cells co-treated with 5-aza-dC sensitizer; scaled so ellipticine positive control = 100%. AID 743238. 360,000 tested, 0.055% active. activation, % at 7.58 µM;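 active means mean normalized replicate activation at least 10% and every replicate at or above 10%; inconclusive means only one of the two criteria met; inactive means mean below 10% and not all replicates reach 10%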;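 further: 0% = median of on-plate neutral control wells and 100% = ellipticine 6 µM median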
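System: XiGFP fibroblasts, SV40-immortalized. Medium: DMEM plus 5-aza-dC sensitizer. Doses: single point. Timing: 3 d treatment, 15 min room-temperature fixation. Control set: ellipticine 6 µM.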
E-selectin induc – induces E-selectin expression in human endothelial cells; 260,000 tested, 0.37% active; HUVEC E-selectin immunofluorescence imaging; normalized: neutral wells 0, TNF-alpha wells 100; AID 686992; P16581; activation, % at 7.58 µM;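 active means mean E-selectin-positive cell signal at least 10% of the positive control, reached in at least 60% of replicates, without over 20% cell loss; inconclusive means no rule given, readout overlaps actives, possibly toxicity-flagged; inactive means the rest, including those meeting only one limit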;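 further: in these data hits start at about 27%; measured in HUVEC primary endothelial cells; signal is the percent of cells scored E-selectin positive by PE staining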
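System: HUVEC / Compound: single concentration / Signal: immunofluorescence imaging / Read-out: percent E-selectin-positive cells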
RAD54 inh – blocks human RAD54 Holliday junction branch migration; Q92698; 360,000 tested, 0.14% active; inhibition, % at 10.4 µM; FAM/BHQ fluorescence;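 active means mean normalized replicate activity at least 40 and at least half of replicates scoring 40 or more; inconclusive means only one of the two criteria met; inactive means mean below 40 and under half of replicates reaching 40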;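 further: 0% = median of neutral control wells and 100% = median of positive control wells; inhibitors cause a drop in the FAM fluorescence signal; in these data hits start at about 50%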
RAD52 anneal inh – RAD52 (human) annealing inhibition | P43351 | recombinant RAD52 DNA annealing, FRET fluorescence | inhibition, % at 18.7 µM | 360,000 tested, 0.46% active | AID 651710;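 active means every replicate showing at least 50% inhibition; inconclusive means mean inhibition at least 50% but not in every replicate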
Target sequence (P43351 whole entry, looked up): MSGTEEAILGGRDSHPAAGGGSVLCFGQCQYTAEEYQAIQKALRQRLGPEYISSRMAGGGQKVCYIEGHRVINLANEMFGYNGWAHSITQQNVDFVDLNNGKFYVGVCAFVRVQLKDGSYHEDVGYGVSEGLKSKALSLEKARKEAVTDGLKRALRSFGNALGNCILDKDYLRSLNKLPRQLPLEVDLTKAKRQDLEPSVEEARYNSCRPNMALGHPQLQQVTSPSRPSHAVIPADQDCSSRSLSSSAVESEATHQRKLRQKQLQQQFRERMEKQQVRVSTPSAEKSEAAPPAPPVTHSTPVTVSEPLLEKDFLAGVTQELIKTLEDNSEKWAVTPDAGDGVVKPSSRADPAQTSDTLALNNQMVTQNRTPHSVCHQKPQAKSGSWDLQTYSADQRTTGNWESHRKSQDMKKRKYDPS
Starred values were filed as active, the others as inactive; & = joins results of further samples. An unsorted share of the library, and some 2.5% of all compounds hit somewhere here.

For O=C(NCCc1ccncc1)[C@@H]1[C@@H](CO)[C@@H]2Cn3c(ccc(-c4cccnc4)c3=O)[C@@H]2N1C(=O)C1CC1 the results were esBAF inh -4, Xi reactivation 0.0, E-selectin induc -0.5, RAD54 inh -28 and RAD52 anneal inh -8.
`CC1(C(=O)O)CCC(C(=O)Nc2cccc(F)c2)C1(C)C` (configuration not stated) gave ERp5 block 0, esBAF inh -5, S100A4 MyoIIA 7, ERAP1 HTS inh 0, Xi reactivation 0.0, RAD54 inh 9 and RAD52 anneal inh -9.
`Cc1ccc(CNC(=O)Cc2ccc(NC3=NC4CS(=O)(=O)CC4S3)cc2)cc1` (configuration not stated) gave ERp5 block -2, esBAF inh -1, S100A4 MyoIIA 1, ERAP1 HTS inh 3, Xi reactivation 0.1, E-selectin induc -0.6, RAD54 inh 4 and RAD52 anneal inh -3.
For NC(=O)CSc1nnc2ccc(-c3ccc(F)cc3)nn12 the results were ERp5 block 1, esBAF inh 4, S100A4 MyoIIA -9, ERAP1 HTS inh 1, Xi reactivation 0.0, E-selectin induc inconclusive, RAD54 inh 11 and RAD52 anneal inh -20.
O=S(=O)(NCC(O)c1ccccc1)c1ccc(-c2ccccn2)s1 (configuration not stated) was read as ERp5 block 1, S100A4 MyoIIA -5, ERAP1 HTS inh 3, Xi reactivation 0.4, E-selectin induc 2.6 and RAD52 anneal inh -7.
Screening CCOC(=O)CNC(=S)N(CCCN1CCCCC1)Cc1cccs1 returned ERp5 block 3, S100A4 MyoIIA -2, ERAP1 HTS inh 3, Xi reactivation 0.2 and RAD52 anneal inh -5.
O=C(Nc1ccccc1F)c1ccc2snnc2c1 was read as ERp5 block -4, esBAF inh 26, S100A4 MyoIIA 4, ERAP1 HTS inh 2, Xi reactivation 0.0, RAD54 inh -13 and RAD52 anneal inh -17.
COc1ccc(CCNC(=O)c2ccccc2NC(=O)CN2CCN(c3ccccc3O)CC2)cc1 was read as ERp5 block 13, esBAF inh -2, S100A4 MyoIIA 5, ERAP1 HTS inh -3, Xi reactivation 0.0, E-selectin induc 1.1, RAD54 inh 0 and RAD52 anneal inh -22.
`COC(=O)C[C@@H]1C[C@@H]2c3cc(NC(=O)CN(C)C)ccc3O[C@@H]2[C@@H](CO)O1` gave ERp5 block -1, esBAF inh 4, S100A4 MyoIIA 5, ERAP1 HTS inh 1, Xi reactivation 0.2, E-selectin induc 0.2, RAD54 inh 3 and RAD52 anneal inh 15.
`O=C(C[C@@H]1CC[C@H]2[C@@H](COC[C@@H](O)CN2C(=O)c2ccccc2)O1)NCc1cccc(F)c1` gave ERp5 block -2, esBAF inh -7, S100A4 MyoIIA -24, ERAP1 HTS inh -1, Xi reactivation 0.2, E-selectin induc 0.0, RAD54 inh 6 and RAD52 anneal inh 14.
CC1(C)OC(=O)C2=C(C[C@@H](C3CC3)O[C@H]2CCc2cccc(Cl)c2)O1 was read as ERp5 block 9, S100A4 MyoIIA -1, ERAP1 HTS inh 0, Xi reactivation -0.1, E-selectin induc 0.3 and RAD52 anneal inh 5.
O=C(C[C@@H]1CC[C@H]2NC[C@H](O)COC[C@@H]2O1)NCCc1ccccc1 was read as ERp5 block -5, esBAF inh -2, S100A4 MyoIIA -34, ERAP1 HTS inh -1, Xi reactivation -0.1, E-selectin induc 0.2, RAD54 inh 1 and RAD52 anneal inh -16.
CCCNC(=O)C1(C)CCN(Cc2ccc(-c3ccccn3)cc2)C1 (configuration not stated) was read as ERp5 block 4, esBAF inh 7, S100A4 MyoIIA 5, ERAP1 HTS inh -4, Xi reactivation 0.0, RAD54 inh 14 and RAD52 anneal inh 2.
O=C(Cn1cnc(Cl)c1Cl)c1ccc(F)cc1 was read as ERp5 block 1, S100A4 MyoIIA -2, ERAP1 HTS inh -2, Xi reactivation 0.2 and RAD52 anneal inh -11.
Screening Cc1cc(C)c(S(=O)(=O)N(C)CC(=O)N2CCCC2)c(C)c1 returned ERp5 block 0, esBAF inh 6, S100A4 MyoIIA 0, ERAP1 HTS inh 1, Xi reactivation 0.0, E-selectin induc 0.0, RAD54 inh 6 and RAD52 anneal inh 4.
`O=C(Nc1cc(S(=O)(=O)N2CCCCC2)ccc1Cl)C1=NN(c2ccccc2)C(=O)CC1` gave ERp5 block 6, esBAF inh 1, S100A4 MyoIIA 32, ERAP1 HTS inh 0, Xi reactivation 0.0, RAD54 inh -4 and RAD52 anneal inh -5.
Screening Cn1c(SCC(=O)Nc2ccc(N3CCOCC3)cc2)nnc1-c1ccco1 returned ERp5 block 1, esBAF inh 1, S100A4 MyoIIA -2, ERAP1 HTS inh 2, Xi reactivation 0.5, E-selectin induc 0.3, RAD54 inh -17 and RAD52 anneal inh -11.
`COc1ccc(NC(=O)CSc2nnc(Cn3c(=O)sc4ccccc43)n2C)cc1OC` gave ERp5 block -4, esBAF inh -1, S100A4 MyoIIA -7, Xi reactivation 0.4, E-selectin induc 0.0, RAD54 inh 0 and RAD52 anneal inh 0.
For CCOc1ccc(NC(=O)CC2C(=O)N(c3ccc(OCC)cc3)C(=S)N2C2CC2)cc1 (configuration not stated) the results were ERp5 block 1, esBAF inh -5, S100A4 MyoIIA -4, ERAP1 HTS inh 0, Xi reactivation 0.1, E-selectin induc -0.8, RAD54 inh 7 and RAD52 anneal inh -5.
For O=C(c1ccc(F)cc1)C(C(=O)N1CCCCC1)n1ccccc1=O (configuration not stated) the results were ERp5 block 3, esBAF inh 3, S100A4 MyoIIA 0, ERAP1 HTS inh 0, Xi reactivation 0.0, RAD54 inh -9 and RAD52 anneal inh -12.
O=C(OCC(=O)N1CCN(C(=O)COC(=O)c2ccccc2NCCO)CC1)c1ccccc1NCCO was read as ERp5 block -2, esBAF inh 6, S100A4 MyoIIA -2, ERAP1 HTS inh -2, Xi reactivation -0.1, E-selectin induc -1.7, RAD54 inh 0 and RAD52 anneal inh -12.
Screening CCc1nnc(NS(=O)(=O)c2ccccc2)s1 returned ERp5 block 2, esBAF inh 0, S100A4 MyoIIA -2, ERAP1 HTS inh 1, Xi reactivation 0.0, RAD54 inh 1 and RAD52 anneal inh -13.
`CN(C)S(=O)(=O)c1ccc(Cl)c(C(=O)OCC(=O)NC(=O)NC2CCCC2)c1` gave ERp5 block 2, esBAF inh -3, S100A4 MyoIIA -7, ERAP1 HTS inh 0, Xi reactivation -0.1, E-selectin induc -0.6, RAD54 inh -18 and RAD52 anneal inh -13.
COc1ccc(NC(=O)Nc2ccc3c(c2)C(=O)N([C@H](C)CO)C[C@@H](C)[C@@H](CN(C)C(=O)C2CCCCC2)OCCCC[C@@H](C)O3)cc1 was read as ERp5 block -2, esBAF inh 4, S100A4 MyoIIA 1, ERAP1 HTS inh 0, Xi reactivation -0.1, E-selectin induc -0.1, RAD54 inh 11 and RAD52 anneal inh 1.
`C[C@@H]1CN([C@H](C)CO)C(=O)c2cccc(NC(=O)c3ccc(-c4nccs4)cc3)c2O[C@H]1CN(C)Cc1ccc(C(F)(F)F)cc1` gave esBAF inh 16, Xi reactivation 0.3, E-selectin induc -4.8 and RAD54 inh -16.
For COc1ccc2oc(=O)cc(CN(C)Cc3ccccc3)c2c1 the results were ERp5 block 0, esBAF inh -5, S100A4 MyoIIA 2, Xi reactivation 0.3, E-selectin induc 0.3, RAD54 inh -3 and RAD52 anneal inh -23.
Screening O=S1(=O)N[C@@H](CC2CCCCC2)COc2cc(Br)ccc21 returned ERp5 block 3, esBAF inh 4, S100A4 MyoIIA -1, Xi reactivation 0.2, E-selectin induc 1.3, RAD54 inh -7 and RAD52 anneal inh -6.
Screening O=C(NCc1ccc(Cl)cc1)C1CCN(C(=O)c2ccc(Cl)cc2)CC1 returned ERp5 block -2, esBAF inh -12, S100A4 MyoIIA 0, ERAP1 HTS inh -2, Xi reactivation 0.0, E-selectin induc 0.2, RAD54 inh 0 and RAD52 anneal inh -10.
Screening CC(C)(O)C#Cc1ccc(CNC[C@H]2O[C@@H](n3cnc(C(N)=O)n3)[C@H](O)[C@@H]2O)s1 returned ERp5 block 5, esBAF inh -4, S100A4 MyoIIA 1, ERAP1 HTS inh 2, Xi reactivation 0.3, E-selectin induc -0.4, RAD54 inh 2 and RAD52 anneal inh -4.
Screening Cc1onc(-c2ccccc2)c1C(=O)NCCc1c[nH]c2ccccc12 returned ERp5 block 2, esBAF inh -1, S100A4 MyoIIA 0, ERAP1 HTS inh 5, RAD54 inh -2 and RAD52 anneal inh -9.
`COC(=O)c1c(NC(=O)c2ccco2)sc(C(=O)N2CCCC2)c1C` gave ERp5 block 4, esBAF inh 9, S100A4 MyoIIA 3, ERAP1 HTS inh 2, RAD54 inh -5 and RAD52 anneal inh -10.
COc1cccc(N/C=C/C(=O)c2ccc(C)cc2)c1 was read as ERp5 block -2, esBAF inh -26, S100A4 MyoIIA 0, ERAP1 HTS inh 8, Xi reactivation 0.0, E-selectin induc 2.5, RAD54 inh -10 and RAD52 anneal inh -25.
`O=C(NCc1n[nH]c(=S)n1-c1cccc(C(F)(F)F)c1)c1ccc(S(=O)(=O)N2CCCC2)cc1` gave ERp5 block 4, esBAF inh 1, S100A4 MyoIIA -8, ERAP1 HTS inh -4, Xi reactivation -0.1, RAD54 inh 1 and RAD52 anneal inh -45.
For CCCOc1ccc(NC(=O)CC2Nc3ccccc3NC2=O)cc1 (configuration not stated) the results were ERp5 block -4, esBAF inh 16, S100A4 MyoIIA 2, ERAP1 HTS inh 0, Xi reactivation 0.0, RAD54 inh 3 and RAD52 anneal inh -6.
Cc1ccc(NCc2n[nH]c(=S)n2-c2cccc(Cl)c2)cc1 was read as ERp5 block -1, S100A4 MyoIIA 5, ERAP1 HTS inh -3, Xi reactivation 0.0 and RAD52 anneal inh -5.
For Cc1cnc(NC(=O)C2=C(O)c3ccccc3S(=O)(=O)N2C)s1 the results were ERp5 block -7&2&-2&1, esBAF inh -1&-2&-5&5, S100A4 MyoIIA -1&2&1&1, ERAP1 HTS inh -2&3&4&2, Xi reactivation 0.0&0.0&-0.1&0.1, E-selectin induc -0.2&1.2&-0.1&-0.3, RAD54 inh 3&-4&-8&-7 and RAD52 anneal inh -13&-9&-17&-7.
O=C(C[C@@H]1CC[C@@H]2[C@H](COC[C@@H](O)CN2C(=O)c2cccnc2)O1)NCc1ccccc1 was read as ERp5 block 3, esBAF inh -7, S100A4 MyoIIA -53, ERAP1 HTS inh 0, Xi reactivation 0.1, E-selectin induc 0.0, RAD54 inh 4 and RAD52 anneal inh -66.
Screening O=C(NCC(c1ccco1)N1CCN(c2ccccc2)CC1)C1CCCCC1 (configuration not stated) returned ERp5 block 6, esBAF inh 13, S100A4 MyoIIA 4, ERAP1 HTS inh 0, Xi reactivation 0.0, E-selectin induc -0.1, RAD54 inh 3 and RAD52 anneal inh -8.
`CCCNC(=O)N(C)C[C@H]1Oc2ncc(-c3ccc(OC)cc3)cc2C(=O)N([C@@H](C)CO)C[C@@H]1C` gave ERp5 block 0, esBAF inh 4, S100A4 MyoIIA -6, ERAP1 HTS inh -1, Xi reactivation -1.4, E-selectin induc -0.3, RAD54 inh -9 and RAD52 anneal inh 18.
Screening OCCCC1CCCCN1Cc1nc(Cc2ccccc2Cl)no1 (configuration not stated) returned ERp5 block 2, esBAF inh -3, S100A4 MyoIIA -2, ERAP1 HTS inh -1, Xi reactivation 0.2, RAD54 inh -4 and RAD52 anneal inh -22.
